Screens deposited in PubChem BioAssay by several laboratories.
Glyco luc inh: increase of ERlucT glycosylation luciferase signal, primary screen, N-linked glycosylation inhibitor project, D54 ERlucT cells, luminescence, set 2. D54 ERlucT glycosylation luciferase reporter, 24 h; percent of 100 nM tunicamycin response. reporter increase, % at 12.5 µM. 0.23% of 360,000 active. AID 588692, 2011;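 active = mean luciferase reporter signal, scaled so untreated is 0 and the glycosylation-blocking control 100, at or above a set limit in every replicate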;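 also: luciferase carries N-glycosylation sites so blocking glycosylation raises the light; 0% = median of neutral control wells and 100% = median of 100 nM tunicamycin wells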
NOD2 RIPK2 PPI: NOD2-RIPK2 binding disruptors in cells, primary screen, fluorescence, CHO cells, BLA complementation; Receptor-interacting serine/threonine-protein kinase 2 (Homo sapiens), O43353; CCF4 ratio; inhibition, % at 4.98 µM; 0.38% of 360,000 active; AID 624267, 2012; in the data active = inhibition above about 21%;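 also: 0% = vehicle only and 100% = reference blocker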
Target sequence (O43353 whole entry, looked up): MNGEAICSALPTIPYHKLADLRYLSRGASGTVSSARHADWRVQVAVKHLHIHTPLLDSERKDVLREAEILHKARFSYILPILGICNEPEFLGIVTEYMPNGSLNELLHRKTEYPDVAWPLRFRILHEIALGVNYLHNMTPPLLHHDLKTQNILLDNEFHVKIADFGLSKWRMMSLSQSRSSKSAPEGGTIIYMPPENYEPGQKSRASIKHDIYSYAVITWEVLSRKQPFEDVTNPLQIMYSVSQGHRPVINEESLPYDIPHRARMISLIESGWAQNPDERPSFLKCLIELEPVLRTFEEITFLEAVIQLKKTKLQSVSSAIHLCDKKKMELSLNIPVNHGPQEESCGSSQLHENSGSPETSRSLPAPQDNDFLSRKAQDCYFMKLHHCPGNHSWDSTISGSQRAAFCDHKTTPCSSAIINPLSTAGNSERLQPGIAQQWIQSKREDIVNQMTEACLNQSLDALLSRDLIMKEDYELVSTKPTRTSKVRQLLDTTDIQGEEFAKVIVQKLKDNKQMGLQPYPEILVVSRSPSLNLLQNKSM
Granule exo inh: LAMP-1 surface exposure blockers, TALL-104 cells – cell-based, flow cytometry, MLPCN library, primary screen. TALL-104 LAMP-1 surface exposure; cells stimulated with thapsigargin and PMA. inhibition, % at 10 µM. 0.66% of 360,000 active;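 active = inhibition above about 55%, limit read from the data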
MC4R barr agon: MC4R agonists recruiting beta-arrestin, primary screen, cell-based, luminescence, agonist arm of biased-ligand search | Melanocortin receptor 4 (Homo sapiens), P32245 | U2OS MC4R beta-arrestin complementation; percent of melanotan II response, DMSO zero | activation, % at 8.9 µM | 0.98% of 360,000 active;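 active = activation above a per-plate cutoff, the mean activation of sample wells on that plate plus 3 SD, cut at about 8% in these data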
Target sequence (P32245 whole entry, looked up): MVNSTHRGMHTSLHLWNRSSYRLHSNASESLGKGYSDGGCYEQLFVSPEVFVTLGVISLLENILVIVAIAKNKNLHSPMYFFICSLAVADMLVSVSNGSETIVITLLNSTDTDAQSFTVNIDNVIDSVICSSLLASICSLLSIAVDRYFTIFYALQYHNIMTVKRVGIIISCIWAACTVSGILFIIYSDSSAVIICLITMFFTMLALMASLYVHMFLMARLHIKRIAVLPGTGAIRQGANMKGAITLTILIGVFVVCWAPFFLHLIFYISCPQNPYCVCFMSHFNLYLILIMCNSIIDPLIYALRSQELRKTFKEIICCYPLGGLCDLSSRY
TLR9-MyD88 block: inhibitors of TLR9-MyD88 association in cells, primary screen, cell-based, CHO, BLA complementation, fluorescence; inhibition, % at 4.98 µM; CCF4 FRET ratio; 0.21% of 340,000 active; Toll-like receptor 9 (Homo sapiens) + Myeloid differentiation primary response protein …; AID 504734, 2011;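 active = inhibition above the mean over all tested compounds plus 3 SD, cut at about 21% in these data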;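 also: 0% = DMSO only wells and 100% = clavulanate BLA inhibitor control wells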
Vif inh: HIV Vif self-association inhibitors, primary screen, imaging, HEK293T, single point; HEK293T cells, Vif self-association by quenched fluorescence, 24 h; inhibition, % at 7.49 µM; 0.35% of 340,000 active; in the data active = inhibition above about 50%, passing the limit was not always enough; also: some results filed as inactive read as strong as hits
ABHD5-PLIN5 inh: ABHD5-PLIN5 interaction inhibitors, primary screen, cell lysate, split luciferase complementation, luminescence. Split G. princeps luciferase complementation, 4 h. inhibition, % at 4 µM. Perilipin-5 (Homo sapiens) + 1-acylglycerol-3-phosphate O-acyltransferase ABHD5 (Homo …. 0.78% of 360,000 active;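 active = inhibition above the mean inhibition across every tested compound plus 3 SD, cut at about 22% in these data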;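 also: 0% = DMSO only wells and the 100% control is not disclosed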
ABCB6 inh MLPCN: ABCB6 transporter inhibitors, primary screen, K562-ABCB6 cells, flow cytometry, MLPCN library; K562-ABCB6 porphyrin accumulation, 1 h; hits give low values; 0.19% of 360,000 active; fluorescence ratio to DMSO, % at 10 µM;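 active = fluorescence ratio to DMSO below 75%, the collection mean minus 3 SD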;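 also: signal is porphyrin accumulated inside mitochondria; 100% equals median channel fluorescence of DMSO control wells; lower ratio means ABCB6 inhibition with less porphyrin fluorescence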
aDG glyco up: activators of alpha-DG glycosylation, primary screen, uHTS, Pro5-aDG cells, AlphaScreen; alpha-DG glycosylation AlphaScreen (IIH6); 0% Pro5, 100% B10-LARGE cell signal; activation, % at 10 µM; 0.22% of 360,000 active; AID 624168, 2012;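 active = activation of at least 8% versus controls, or a plate z-score of at least 8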;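 also: Pro5 are CHO cells carrying HIG-tagged alpha-DG that lacks glycosylation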
MC4R antag cAMP: MC4R antagonists of cAMP signaling, primary screen, cell-based, TR-FRET, antagonist arm of biased-ligand search | Melanocortin receptor 4 (Homo sapiens), P32245 | MC4R-expressing cells, MTII-stimulated cAMP, LANCE TR-FRET | inhibition, % at 6.5 µM | 0.48% of 360,000 active | AID 540295, 2011;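 active = inhibition above its plate's cutoff, the mean of tested wells on that plate plus 3 SD, cut at about 29% in these data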;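 also: 0% = Melanotan II alone and 100% = Melanotan II plus saturating MCL0020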
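Material: human MC4R-expressing U2OS cells. Probe or stimulus: Melanotan II challenge. Dosing: 6.5 µM single dose. Times: 30-min compound, 1-h challenge, 1-h detection, room temperature. Technique: TR-FRET with Eu-cAMP and labeled anti-cAMP, 671 nm. Replication: singlicate.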
Starred values were filed as active, the others as inactive; nt = not tested or not shown; & = joins results of further samples. A portion of the library, so the mix of outcomes need not match the whole.

SMILES	Glyco luc inh	NOD2 RIPK2 PPI	Granule exo inh	MC4R barr agon	TLR9-MyD88 block	Vif inh	ABHD5-PLIN5 inh	ABCB6 inh MLPCN	aDG glyco up	MC4R antag cAMP
CC(N=c1ccccn1C(=O)Nc1cccc(C(F)(F)F)c1)c1ccco1 (stereo unspecified)	1	-1	-6	-2.3	-10	1	4	100	0.1	4
O=C(CSc1nnc(NC2CCCCC2)s1)NN1C(=O)NC2(CCCCC2)C1=O	-2	2	0	-1.4	9	-2	-3	98	0.1	3
CSc1nc2c(c(=O)n1Cc1ccccc1)SC(C)C2 (stereo unspecified)	-4	-15	-2	-1.8	-2	-16	5	101	0.1	2
CCNc1nc(NC(C)C)nc(NC(C)(C)C)n1	-3	-6	-9	-2.7	6	-2	1	90	0.0	8
O=C(CCN1C(=O)[C@@H]2Cc3ccccc3CN2C1=O)NCc1ccccc1	0	-3	0	0.9	4	25	13	97	0.7	7
CCOc1ccc(CN2CCNC(=O)C2CC(=O)NCCc2nc(C)c3c(n2)CCC3)cc1 (stereo unspecified)	1	-13	-2	-2.2	-4	-1	5	99	-0.1	-8
Cc1cc(C)nc(SCc2cc(=O)c(OC(=O)c3ccc(S(=O)(=O)N4CCCC4)cc3)co2)n1	2	-10	-1	0.2	-7	1	3	99	0.0	2
O=C(Nc1ccccc1)N(CCN1CCOCC1)Cc1ccccc1F	16	-8	-2	-2.2	-3	-1	0	95	0.0	14
O=C(Nc1ccc(F)cc1)c1cncs1	1	9	-10	-1.3	-9	9	9	91	0.0	2
COc1ccccc1OCC(=O)Nc1ccc2c(c1)OCCO2	3	-6	5	0.2	-4	1	-2	103	-0.1	25
CCCNC(=O)C1CCC(CNS(=O)(=O)c2ccc3c(c2)N(C(C)=O)CCO3)CC1 (stereo unspecified)	-2	6	-2	0.4	0	29	1	96	0.0	3
O=C(CCSc1nc(-c2ccco2)cc(C(F)(F)F)n1)Nc1ccc2c(c1)OCO2	-1	7	-1	-0.7	-6	-2	-9	102	0.4	-3
Cc1cc(OC(C)C(=O)NCc2cccnc2)c2c(C)c(Cc3ccccc3)c(=O)oc2c1 (stereo unspecified)	0	-7	-1	2.2	-4	3	-2	94	0.1	14
CC(C)(C)C1C=C(Sc2ccccc2)C(=O)O1 (stereo unspecified)	-1	-4	-6	2.1	-5	-3	9	99	0.0	-6
COc1nc(NC2CCCCC2)nc(NC(C)(C)C)n1	-2	-2	-1	0.0	6	-15	3	102	0.1	12
COc1cc(OC)cc(-c2oc(=O)c3cc(OC)c(OC)cc3c2C#CCCO)c1	1	-10	-2	-1.4	-4	-17	0	94	-0.3	2
COCCCC1CCN(C(=O)C2CCC(=O)N(C3CCCCCC3)C2)CC1 (stereo unspecified)	1	-9	-7	-2.4	-4	-5	-5	94	-0.3	14
Cc1ccccc1-n1nc(C)c2cc(C(=O)N3CCN(S(=O)(=O)c4ccc(F)cc4)CC3)sc21	-6	-15	5	-0.6	-5	nt	0	90	1.2	10
Nc1c(C(=O)NCc2ccco2)sc2nc3c(cc12)C(=O)CCC3	8	-4	10	-0.6	1	22	2	99	0.1	10
O=c1[nH]c(=O)n(C(c2ccccc2)(c2ccccc2)c2ccccc2)cc1N(CCO)CCO	-4	-9	0	-0.4	-3	-1	6	85	0.0	4
CCOC1(C(F)(F)F)NC(=O)N(Cc2ccc(OC)cc2)C1=O (stereo unspecified)	0	-7	-1	-2.0	-15	-10	2	94	-0.1	3
O=C(CCn1c(=O)oc2ccccc21)Nc1ccc2c(c1)OCCO2	-1	-7	-1	-0.2	6	nt	-2	102	-0.3	4
O=C(NCc1cccs1)Nc1cccs1	0	-11	-6	1.3	0	8	2	104	-0.1	5
CC(C(=O)OCC(=O)NC1CCCCC1)N1C(=O)c2ccccc2C1=O (stereo unspecified)	0	3	3	-1.8	-1	2	7	90	0.1	-2
Cc1ccc(NC(=O)/C=C/C(=O)O)c([N+](=O)[O-])c1	1	-16	-2	-3.1	-8	5	3	95	-0.2	2
O=C(Oc1ccccc1)Oc1ccc2c(c1)oc(=O)c1ccccc12	2	0	-2	0.3	3	11&2	5	87	-0.3	28
CC(=O)NCC1CCCN(Cc2cn(-c3ccccc3)nc2-c2ccc3c(c2)OCO3)C1 (stereo unspecified)	-1	-4	4	-0.8	-7	-7	-6	97	-0.4	7
COc1ccc(C)cc1-n1c(SCC(=O)NC2CC2)nc2ccccc2c1=O	1	-4	3	-2.1	-1	3	-2	98	-0.1	7
COc1ccc([C@@H]2Sc3cc(OC)ccc3N(CCN(C(C)C)C(C)C)C(=O)[C@H]2OC(C)=O)cc1	1	2	4	-1.2	-8	6	-1	51*	0.1	-5
COc1ccccc1N1CCN(C(=O)C2CCN(C(=O)c3ccc(C(C)(C)C)cc3)CC2)CC1	nt	7	-1	-3.2	-1	nt	4	108	0.5	7
Cc1cccc(Nc2nccc(N(C)C)c2C#N)c1	1	-6	-5	1.1	nt	9	-8	99	0.5	13
O=C(NNC(=O)c1cccs1)c1ccccc1	1	-4	0	0.8	-4	7	-7	94	0.0	6
COC(=O)Cn1cnc2c(oc3ccccc32)c1=O	3	-1	-8	0.3	-1	4	0	103	0.1	1
CCCSC1=C(C#N)C(c2ccc(O)c(OC)c2)CC(=O)N1 (stereo unspecified)	-1	-3	-7	0.3	7	-1	2	100	-0.1	6
COCCNC(=O)C1CCCN(C(=O)c2ccnc(Cl)c2)CC1 (stereo unspecified)	1	-13	-6	-0.4	nt	15	-4	104	0.1	2
CC1Cc2ccccc2N1C(=O)c1ccc2c(c1)OCO2 (stereo unspecified)	0	0	-2	2.8	-5	-9	-6	98	-0.1	4
Cc1ccc(-c2noc(Cn3nc(C(=O)O)c4ccccc4c3=O)n2)cc1	3	9	4	0.1	-2	0	-10	99	0.0	0
CCOC(=O)C1(COCc2ccccc2)CCCCC1=O (stereo unspecified)	0	-8	8	-0.9	5	-7	5	101	-0.1	3
O=C(COC(=O)C1CC2C=CC1C2)NCCc1ccccc1 (stereo unspecified)	3	-4	-5	-0.1	3	-7	-5	97	0.5	18
Cc1ccccc1N(C)C(=O)C1CCCN(c2ncnc3c2nc2n3CCCCC2)C1 (stereo unspecified)	0	2	-2	-3.1	2	-1	0	95	0.0	3
CCOC(=O)C(=CNc1ccc(C#N)cc1)C(=O)OCC	1	-13	0	-1.0	-10	9	0	92	0.2	-3
COc1ccc(C(=O)C2CCCN(C(=O)CCc3ccccn3)C2)c(C)c1 (stereo unspecified)	-1	1	3	-3.3	-1	-5	-2	101	-0.1	5
CCn1c(SCc2nc(CC(=O)Nc3ccccc3OC)no2)nnc1-c1cccs1	2	-3	0	-1.2	-11	-7	-1	88	-0.3	0
Nc1nnc(SCC(=O)N2CCCCC2)s1	1	-8	0	-2.7	3	14	-2	94	0.0	3
COc1ccc(CN2CC(C(=O)NCc3ccc4c(c3)OCO4)CC2=O)cc1 (stereo unspecified)	0	4	-1	-1.4	-1	-3	-4	99	0.0	0
C/C(=N\NC(=S)NCc1ccccc1)c1ccc2c(c1)OCCO2	-3	-10	6	-2.2	-4	-6	-5	99	1.5	-2
C=CCn1c(=O)c(CCC(=O)Nc2ccc(N3CCOCC3)cc2)nc2cc(C(F)(F)F)ccc21	2	3	1	1.7	7	7	-3	91	-0.2	8
Cc1nc(C)c(C(=O)Nc2ccccc2)s1	1	-5	-13	-1.5	4	16	-6	97	-0.1	6
CCn1[nH]c(=O)c(=Nc2c(C)n(C)n(-c3ccccc3)c2=O)cc1-c1ccc(Cl)cc1	0	9	1	-3.1	-5	5	3	93	1.3	1
Cc1cn(CCOc2ccc(Cl)cc2)c(=O)[nH]c1=O	3	6	9	1.7	12	-9	-4	91	0.2	-1
CC(=O)c1cccc(N(CC(=O)Nc2cccnc2)S(C)(=O)=O)c1	2	-13	-4	0.1	-7	-2	0	100	-0.1	6
O=C(Nc1ccc2nn(-c3ccccc3)nc2c1)c1ccc(Br)o1	0	5	1	13*	1	-4	0	96	0.4	8
CCc1ccccc1N(CC(=O)NCc1ccccc1)C(=O)CCC(=O)Nc1ccccn1	0	-2	4	-0.5	-1	12	-12	100	0.1	1
CN(C)Cc1c(C(=O)N/N=C/c2ccncc2)nnn1-c1nonc1N	6	-6	7	-2.0	3	2	-5	101	0.0	-1
CCOC(=O)c1c(NC(=O)Cn2nnc(-c3ccc(Cl)cc3)n2)sc(C)c1C	2	2	-4	-1.5	-2	-2	3	92	-0.1	10
CCN(CC(=O)Nc1c(F)cccc1F)C(=O)CCSc1ccc(C)cc1	-4	-4	-8	-2.5	2	0	-10	94	-0.1	8
Oc1ccc(/C=N/Nc2nc(-c3cccnc3)nc3ccccc23)c(O)c1	8	1	4	1.4	5	nt	1	99	-0.1	18
Cc1occc1C(=O)Nc1nnc(-c2ccncc2)s1	3	-9	7	0.6	9	-7	4	98	-0.2	16
CC1(C)O[C@@H]2[C@H](O1)[C@@H](CO)O[C@H]2n1cnc2c(N)ncnc21	-1	1	-7	-1.3	-2	-2	4	98	0.1	-9
COCCCNC(=O)CCC(=O)NNc1nc2ccccc2c2nc(C)nn12	0	0	-11	-0.7	-7	-20	2	100	0.0	5

More compounds
SMILES	Glyco luc inh	NOD2 RIPK2 PPI	Granule exo inh	MC4R barr agon	TLR9-MyD88 block	Vif inh	ABHD5-PLIN5 inh	ABCB6 inh MLPCN	aDG glyco up	MC4R antag cAMP
CCNS(=O)(=O)c1ccc(NC(=O)Cn2nc(C(F)(F)F)cc2C)cc1	0	-2	3	-1.5	4	-10	-9	101	0.0	12
Cc1ccc(Nc2nnc(C)c(=O)[nH]2)cc1	3	-11	-1	-2.8	5	-1	-2	104	0.4	6
CCOC(=O)c1sc(NC(=O)CSc2nnnn2-c2ccc(C)c(C)c2)nc1C	-2	8	-2	1.8	3	-2	1	105	0.2	5
Cn1cc(CN2CCC(n3nccc3NC(=O)CCc3ccccc3)CC2)cn1	3	-8	-1	-3.6	-3	-18	6	103	0.0	-1
CSC1=N/C(=C\c2ccc(C)s2)C(=O)S1	-1	-12	-2	-0.2	1	1	4	98	-0.4	7
COC(=O)C(NS(=O)(=O)c1cccc(S(=O)(=O)NC(C(=O)OC)c2ccccc2)c1)c1ccccc1 (stereo unspecified)	2	-2	0	0.7	0	9	-3	96	-0.2	15
